Bcl-xL primary: inhibitors of human Bcl-xL, primary screen, biochemical, fluorescence polarization, HTS; Bcl-2-like protein 1 (Homo sapiens), Q07817; GST-Bcl-xL / FITC-Bim BH3 peptide fluorescence polarization; inhibition, % at 10.9 µM; hit rate 0.7% among 320,000; AID 2129, 2009;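 active = inhibition above the mean of all tested compounds plus 3 SD, cutoff set per campaign, cut at about 30% in these data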;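 note: 0% = DMSO wells and 100% = unlabeled Bim-BH3 peptide competitor; inhibitors lower millipolarization by displacing the labeled peptide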
Target sequence (Q07817 whole entry, looked up): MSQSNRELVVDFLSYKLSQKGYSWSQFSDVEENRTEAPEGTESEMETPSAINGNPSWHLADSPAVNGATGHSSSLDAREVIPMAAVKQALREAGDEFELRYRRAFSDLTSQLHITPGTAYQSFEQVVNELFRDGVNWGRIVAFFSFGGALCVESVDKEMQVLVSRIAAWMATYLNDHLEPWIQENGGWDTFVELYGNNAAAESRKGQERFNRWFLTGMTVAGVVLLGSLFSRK
PME-1 inh: PME-1 inhibitors via competitive probe labeling, primary screen, biochemical, fluorescence polarization, FP-Rh probe, HTS; Protein phosphatase methylesterase 1 (Homo sapiens), Q9Y570; recombinant PME-1; inhibition, % at 5.9 µM; hit rate 0.53% among 320,000;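 active = inhibition above the campaign mean of all compounds plus 3 SD, cut at about 26% in these data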;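 note: competitive labeling of PME-1 active site by serine hydrolase directed probe; 0% = PME-1 with DMSO and 100% = wells lacking PME-1 enzyme; inhibitors block probe labeling so polarization falls and inhibition rises; many of its hits are not listed in these tables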
MCL1 BIM primary: inhibitors of MCL1 binding to BIM-BH3, primary screen, biochemical, fluorescence polarization | Induced myeloid leukemia cell differentiation protein Mcl-1 (Homo sapiens), Q07820 | GST-MCL1 / FITC-Bim-BH3 fluorescence polarization | inhibition, % at 10.9 µM | hit rate 0.68% among 320,000;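 active = inhibition above the mean inhibition of all tested compounds plus 3 SD, set per campaign, cut at about 40% in these data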;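 note: 0% = DMSO wells and 100% = unlabeled Bim-BH3 peptide control; higher means more loss of mP so more displacement of Bim peptide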
VLA-4 inh: inhibition in human VLA-4 binding assay, primary screen, VLA-4 allosteric modulator project, MLPCN library, flow cytometry, VLA-4 expressing cells; Integrin alpha-4 (Homo sapiens), P13612; ligand binding flow cytometry; inhibition, % (about 7 µM as worked out from the volumes in the protocol); hit rate 0.2% among 330,000; AID 2557, 2010; in the data active = inhibition above about 50%
MEX-5 binding: MEX-5 zinc finger RNA-binding disruptors – biochemical, C. elegans, fluorescence polarization, MLPCN library, primary screen. Zinc finger protein mex-5 (Caenorhabditis elegans), Q9XUB2. MEX-5/FITC-TCR2 RNA binding; hits give low values. activity score (negative = inhibition of binding), % at 10 µM. hit rate 0.38% among 300,000;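 active = inhibition past about -25% in most replicates, and total fluorescence under double the plate's negative control median, limit read from the data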;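 note: 0% = DMSO and -100% = 5 µM competing unlabeled TCR2 RNA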
GRK2 inh: compounds blocking aptamer binding on GRK2 – biochemical, human GRK2, bead flow cytometry, HTS, primary screen; FAM-aptamer displacement from GRK2; inhibition of aptamer binding, % at 10 µM; hit rate 0.59% among 330,000; AID 488847, 2010;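 active = inhibition of aptamer binding above 40%, roughly 3 SD of noise, on plates passing a quality check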;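 note: median bead fluorescence of bound FAM aptamer so fluorescent compounds give negative values; no value below 0 was filed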
Target sequence (P25098 whole entry, looked up): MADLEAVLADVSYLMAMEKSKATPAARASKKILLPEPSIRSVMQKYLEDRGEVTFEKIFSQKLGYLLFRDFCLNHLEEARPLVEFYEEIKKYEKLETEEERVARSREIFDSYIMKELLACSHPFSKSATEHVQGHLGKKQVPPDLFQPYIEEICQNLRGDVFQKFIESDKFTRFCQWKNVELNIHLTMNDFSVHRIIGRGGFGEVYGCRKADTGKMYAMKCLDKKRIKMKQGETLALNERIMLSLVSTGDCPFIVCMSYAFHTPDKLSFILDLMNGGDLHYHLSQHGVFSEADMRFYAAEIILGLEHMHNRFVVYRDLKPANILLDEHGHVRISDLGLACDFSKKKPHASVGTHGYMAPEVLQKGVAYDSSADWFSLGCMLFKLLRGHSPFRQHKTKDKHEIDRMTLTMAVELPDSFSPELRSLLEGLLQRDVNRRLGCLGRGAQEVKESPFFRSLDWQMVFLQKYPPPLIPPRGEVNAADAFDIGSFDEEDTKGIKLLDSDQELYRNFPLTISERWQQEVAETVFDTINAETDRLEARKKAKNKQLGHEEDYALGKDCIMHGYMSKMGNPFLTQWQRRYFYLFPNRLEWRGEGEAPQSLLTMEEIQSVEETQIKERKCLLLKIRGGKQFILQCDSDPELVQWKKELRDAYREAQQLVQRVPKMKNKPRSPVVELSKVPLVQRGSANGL
GLD-1 TGE inh: GLD-1/TGE RNA complex disruptors, primary screen, biochemical, fluorescence polarization; Female germline-specific tumor suppressor gld-1 (Caenorhabditis elegans), Q17339; purified GLD-1 + fluorescein TGE RNA; inhibition, % at 5.96 µM; hit rate 0.44% among 320,000; AID 2280, 2010;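 active = percent inhibition above a per-plate cutoff, the plate mean of test compounds plus 3 SD, cut at about 30% in these data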;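 note: 0% = DMSO wells with GLD-1 and probe and 100% = wells lacking GLD-1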
Efflux pump inh: inhibitors of Candida efflux pumps in yeast, primary screen, S. cerevisiae, Nile Red, multiplex; inhibition, % at 10 µM; S. cerevisiae Candida pump triplex; hit rate 0.44% among 330,000;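 active = plate passing quality check with inhibition over a set limit, or well fluorescence over plate mean plus 4 SD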;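 note: Nile Red retained in pooled yeast measured as flow cytometry median fluorescence; 0% = buffer negative control and 100% = Enniatin B positive control; higher means more Nile Red kept so more efflux inhibition; some compounds called inactive have numbers as strong as hits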
Fam108B counter: mouse Fam108B serine hydrolase inhibitors, primary screen, counter-screen for RBBP9 inhibitor project, biochemical, fluorescence polarization. AID 1947, 2009. hit rate 0.33% among 300,000. recombinant Fam108B, FP-Rh probe fluorescence polarization. inhibition, % at 9.51 µM;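 active = inhibition above the screen mean inhibition plus 3 SD, computed separately per campaign, cut at about 18% in these data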;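 note: inhibitors lower polarization as less probe binds the enzyme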
* = called active by the depositor; . = no result given. These rows are one share of the data. The share of hits here may be higher or lower than overall.

compound	Bcl-xL primary	PME-1 inh	MCL1 BIM primary	VLA-4 inh	MEX-5 binding	GRK2 inh	GLD-1 TGE inh	Efflux pump inh	Fam108B counter
CC(C)c1ccc(NC(=O)[C@@H]2CCC(=O)N2C2OC(=O)c3ccccc32)cc1 (stereo not given in full)	0	1	3	14	-0.2	2	-5	0.1	-5
CCOC(=O)C(C)c1nc2ccccc2[nH]c1=O (stereo not given)	-3	1	-5	7	1.0	0	3	0.1	-5
COC(=O)c1cc(=O)n(CCc2ccccc2)c(=Nc2ccc(F)cc2)s1	3	-4	0	-1	0.5	8	-3	0.0	-16
c1ccn2cc(-c3ccc4c(c3)OCCO4)nc2c1	0	5	-6	0	1.7	0	-1	-0.1	5
COc1ccccc1-c1nnc(NC(=O)c2ccccc2F)o1	2	0	1	14	-0.9	0	-7	0.2	2
COc1cc(NC(=O)C2CC(c3c(F)cccc3Cl)=NO2)c(OC)cc1Cl (stereo not given)	-2	5	-10	9	2.0	0	6	0.2	3
COc1ccc(C/C(C)=N/NC(=S)Nc2ccccc2)cc1	6	-2	3	-9	-0.6	0	-1	-0.2	3
CC[n+]1oc(-c2ccccc2)cc1C	0	0	-6	-5	0.6	0	-10	0.1	2
CN1C(=O)C(C)(C)c2cc(S(=O)(=O)N3CCCC(C(=O)NCc4ccc(F)cc4)C3)ccc21 (stereo not given)	-1	-3	-3	48	0.6	0	2	0.1	1
Cc1cc(Cl)ccc1OC(C)C(=O)NC(C)C1CCCO1 (stereo not given)	-3	5	-6	17	-0.3	0	-2	0.3	3
Cc1cccn2c(=O)c3cc(C(=O)NC(C)c4ccccc4)c(=N)n(CCCn4ccnc4)c3nc12 (stereo not given)	2	0	0	14	-3.4	0	7	0.0	3
CCS(=O)(=O)N1Cc2ccccc2CC1C(=O)Nc1ccc(OC)c(OC)c1 (stereo not given)	0	6	-8	7	3.4	3	2	0.2	0
CCNC(=O)CN(c1ccccc1)S(=O)(=O)c1ccc(Cl)cc1	4	8	-1	4	1.3	2	3	-0.1	3
CCCCN1C(=O)C2ON(c3ccccc3C)C(c3ccco3)C2C1=O (stereo not given)	-3	-1	-5	17	-0.7	4	7	-0.3	-3
CC(C)Cn1c(=S)[nH]c2cc(Cl)ccc21	-30	2	-28	0	-1.1	1	-3	0.1	0

(continued)
compound	Bcl-xL primary	PME-1 inh	MCL1 BIM primary	VLA-4 inh	MEX-5 binding	GRK2 inh	GLD-1 TGE inh	Efflux pump inh	Fam108B counter
O/N=C(/CCc1ccccc1)C1(O)CCCCC1	5	-1	5	2	-1.5	4	3	0.0	6
COc1ccc(C2=NOC(C(=O)Nc3ccc4c(c3)OCCO4)C2)cc1OC (stereo not given)	3	0	2	-3	-0.6	2	0	-0.2	0
Nc1ccc(-c2ccc(N)cc2C(F)(F)F)c(C(F)(F)F)c1	-2	4	-2	5	0.2	0	-7	-0.1	-4
CC(C)OC(=O)c1nnn(-c2nonc2N)c1CN1CCCCCC1	3	1	1	7	0.3	2	2	0.0	1
O=C(CN1C2=NCCCN2c2ccccc21)c1cccs1	3	-1	-1	5	-0.2	0	6	0.0	3
COc1ccc(-c2nc3c4ccccc4ccn3c2CN2CCCCC2)cc1OC	3	8	-3	4	-2.1	0	0	0.2	0
COc1cccc2cc(C(=O)N3CCN(C(=O)c4ccccc4)CC3)c(=O)oc12	-5	4	-7	6	1.8	5	-9	0.5	-1
C=CCn1c(SCC(=O)Nc2ccc(Cl)cn2)nnc1C1CC1	-2	0	3	-14	-0.3	0	1	0.0	-1
CO/N=C/c1ccc(N2CCN(C(=O)c3cccc(Cl)c3)CC2)c([N+](=O)[O-])c1	7	2	4	-1	1.6	0	3	0.0	4
COc1ccccc1N(C(=O)Cn1nnc2ccccc21)C(C(=O)NCc1ccco1)c1ccc(C)o1 (stereo not given)	7	2	6	14	-1.0	2	8	0.0	0
CC1(C)CC(NC(=O)Cc2ccc(Cl)cc2)CC(C)(C)N1	3	4	8	6	2.3	0	-6	0.3	1
NCCCC[C@H]1CNC(=S)N1CC1(c2ccccc2)CC1	0	3	6	-19	1.3	0	-8	0.0	2
COc1ccc(NC(=O)C2(c3ccccc3)CCCC2)cc1	5	0	1	11	0.0	1	-1	0.2	0
Cc1cc(C(=O)NC2CCCc3ccccc32)no1 (stereo not given)	5	-1	5	-3	2.5	0	7	0.1	7
CCOC(=O)C1CCN(C(=O)Cc2ccccc2OC)CC1	2	-4	-4	10	0.8	0	5	0.0	0

(more compounds)
compound	Bcl-xL primary	PME-1 inh	MCL1 BIM primary	VLA-4 inh	MEX-5 binding	GRK2 inh	GLD-1 TGE inh	Efflux pump inh	Fam108B counter
O=C(ON=C1CCN(c2ccc([N+](=O)[O-])cc2)CC1)c1ccccc1	1	-3	-3	-2	1.6	0	-1	0.0	-4
COc1cccc(OCCOc2cccc(/C=N/n3cnnc3)c2)c1	2	-4	-11	22	-0.2	0	-5	-0.1	1
CCOC(=O)c1cc(C(=O)n2cc(Cl)cn2)nn1C	6	3	4	18	-0.3	5	3	0.0	3
OCC[C@H]1C[C@@H](O)[C@H](O)[C@]2(CCCCO2)O1	1	1	4	9	-1.1	6	7	-0.2	-1
Cc1nnc(SCC(=O)Nc2ccc(Br)cc2)n(N)c1=O	2	3	4	15	-1.5	0	-1	0.2	-3
O=C(COc1ccc2ccccc2c1)Nc1nc2ccccc2[nH]1	0	8	-5	-1	.	0	-7	-0.1	6
O=C(NN=C(Cc1ccccc1)Cc1ccccc1)c1ccccc1F	-2	-1	-2	2	3.2	86*	11	0.1	3
Cc1oc(/C=N/NC(=O)CN(c2ccccc2Cl)S(C)(=O)=O)cc1Br	4	0	6	31	-1.4	2	0	0.1	1
CCCOc1cccc(-c2cc(C(=O)N/N=C/c3ccccn3)c3ccccc3n2)c1	.	.	.	17	-0.5	0	.	-0.1	.
COc1ccc(-n2nc(C(=O)NCC(=O)O)c3ccccc3c2=O)cc1	5	0	1	-8	0.5	0	-4	0.0	-1
COCCNC(=O)c1ccc(CS(=O)(=O)c2cccc(C(F)(F)F)c2)o1	-2	6	0	-6	1.0	36	3	-0.1	4
COc1cc2cc(CN(CCCN3CCOCC3)C(=O)Nc3ccccc3F)c(=O)[nH]c2cc1OC	9	-9	-6	8	0.7	2	5	-0.2	-1
Cc1ccc(OCC(=O)Nc2ccc(N3CCN(C(=O)c4ccco4)CC3)cc2)cc1	5	-4	-1	1	1.4	1	4	0.1	1
Cc1ccc(C(=O)OCC(=O)NCC(F)(F)F)cc1C	0	-6	1	-15	-0.3	0	5	-0.1	-3
CC(c1ccncc1)C(C)c1ccncc1 (stereo not given)	1	3	3	-18	4.0	5	0	0.1	-1

Remaining list, next part:
compound	Bcl-xL primary	PME-1 inh	MCL1 BIM primary	VLA-4 inh	MEX-5 binding	GRK2 inh	GLD-1 TGE inh	Efflux pump inh	Fam108B counter
COC(=O)Nc1ccc(S(=O)(=O)N2CCCCC2)cc1	0	-4	3	7	0.2	1	2	0.1	-5
Cc1cc(C(=O)NNC(=O)c2c(-c3c(Cl)cccc3Cl)noc2C)no1	-2	1	-8	-1	-1.0	0	0	-0.2	2
Cc1cc(C)c(C(=O)Cn2nc(C)c([N+](=O)[O-])c2C)cc1C	-3	0	2	-2	-0.9	0	-7	-0.1	-1
O=C(C/C=N/OCc1ccc(Cl)cc1Cl)c1ccc(Cl)cc1	4	-2	6	-5	-0.6	0	3	0.1	-3
O=C(/C=C/c1ccc(Cl)cc1)Nc1cc(S(=O)(=O)N2CCOCC2)ccc1N1CCOCC1	.	.	.	-9	.	0	2	0.8	.
c1ccc(Oc2ccc(-c3ccn[nH]3)cc2)cc1	0	-3	1	14	-4.3	0	9	0.1	1
COc1ccccc1OCCNC(=O)CCNC(=O)c1ccccc1Cl	4	4	2	0	-3.1	0	-1	-0.3	-1
O=C(Nc1cccc(C(=O)Nc2cccc(Br)c2)c1)c1ccccc1	3	-19	4	1	0.1	0	8	-0.1	-14
Cc1ccc(S(=O)(=O)c2nc(N3CCOCC3)sc2Cl)cc1	4	-2	1	15	0.0	4	11	-0.2	-3
Cc1nnc(NC(=O)C2CCCN2S(=O)(=O)c2ccc(Cl)cc2)s1 (stereo not given)	3	5	-4	20	0.5	2	9	0.0	2
Cc1ccc(NC(=O)CSc2ccccc2NC(=O)c2ccccc2Cl)cc1Cl	2	-5	-3	3	-0.3	0	2	-0.4	-3
COC(=O)c1ccc(/C=C2\N=C(SC)SC2=O)cc1	10	-2	19	7	-1.1	4	4	-0.6	2
Cc1cccc(C(=O)Nc2ccc(C(=O)N/N=C/c3ccco3)cc2)c1	7	-1	15	10	-1.2	22	7	-0.1	1
COc1ccc(CC(=O)N/N=C/c2cc([N+](=O)[O-])cc(Br)c2O)cc1	8	2	25	1	-14	2	3	0.2	1
CNc1oc(-c2ccc(F)cc2)nc1S(=O)(=O)c1ccccc1	5	-1	4	2	-2.2	0	6	0.1	2
CN(CC(=O)Nc1ccccc1C(F)(F)F)C(=O)C1CC1	3	-6	1	23	.	0	7	0.0	.

Screening data as filed in PubChem BioAssay.
